From PubChem
GSIS activator: GLuc luminescence reporter in INS-1E cells, primary screen for activators of glucose-dependent secretion of insulin. 370,000 compounds, 0.61% hits. INS-1E GLuc reporter insulin secretion, 2-3 h. AID 743287. activation, % at 16.6 µM;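 active = lowest replicate activation of at least 40%, so every replicate reaches that level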;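 note: 0% = median of neutral control wells and 100% = median of IBMX positive control wells; some compounds called inactive have numbers as strong as hits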
EWS-Fli inh: EWS/Fli transcriptional activity inhibition; A673 NR0B1-luciferase reporter, viability-normalised; 350,000 compounds, 0.67% hits; inhibition, % at 12.6 µM;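 active = mean inhibition of at least 50% after viability correction, with every replicate also passing that limit; inconclusive = mean reaches 50% but only one of two replicates passes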;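 note: firefly luciferase signal divided by Alamar Blue viability fluorescence both relative to DMSO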
DENV2 CPE: DENV2-induced cell death inhibition. CPE inhibition, % at 9.99 µM. DENV2-infected cells, cytopathic effect rescue, plate reader. 350,000 compounds, 1.7% hits; in the data active = CPE inhibition above about 20%, passing the limit was not always enough; inconclusive = no clear call, values can overlap the other calls; tested in BHK-21 cells;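 note: 0% = median of neutral control wells and 100% = median of positive control wells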
miR122 inh: miR-122 inhibition in Huh7 cells | 340,000 compounds, 0.3% hits | activation (reporter increase), % at 12.5 µM | Huh7 miR-122 Renilla luciferase sensor, 48 h; neutral wells = 0, positive control = 100;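 active = mean replicate activation score at least 90 and every replicate individually at or above 90; inconclusive = only one of the two criteria met; inactive = neither criterion met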;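 note: higher luciferase means less miR-122 activity so hits act as miR-122 inhibitors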
F508del corr: CFTR F508del correction in bronchial cells; activity (quench increase), % at 7.58 µM; CFBE cells, YFP halide quenching; stimulated with forskolin plus potentiator P3; % fluorescence drop versus neutral controls; AID 720511; 350,000 compounds, 0.36% hits;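 active = mean added fluorescence quench of at least 8% versus neutral control, with both replicates also reaching 8%; inconclusive = only one of the mean or replicate conditions met; inactive = mean below 8% and not both replicates reaching 8%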;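 note: cells transiently co-express mutant CFTR-F508del with the halide-sensitive YFP; corrector assay measuring rescue of mutant channel to the surface after 24 h compound exposure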
PAX8 reporter: lowers PAX8-driven luciferase in RMG-I cells. RMG-I TPO-luciferase reporter, SteadyGlo, 24 h. inhibition, % at 12.6 µM. 360,000 compounds, 1.2% hits. AID 652154;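 active = mean replicate inhibition at least 60% with every replicate also reaching 60%; inconclusive = only one of the two criteria is met; inactive = mean below 60% and not all replicates reaching 60%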;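 note: luciferase light reporting Pax8 driven TPO promoter activity; plate controls were median of neutral control wells for no effect and mitoxantrone controls for full effect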
FN deposition inh: fibronectin deposition inhibition | AH1F fibroblasts, Alexa488-fibronectin deposition fluorescence, overnight | inhibition, % at 12.6 µM | 350,000 compounds, 0.086% hits;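 active = mean inhibition across replicates of 30% or more, regardless of how many single replicates reach that level; inconclusive = mean under 30% yet at least half of replicates reach 30%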;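 note: positive control wells lacked labelled fibronectin entirely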
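Material: AH1F fibroblast monolayer depositing Alexa488-labelled fibronectin into matrix | Input: 10000 AH1F cells/well | Medium: DMEM plus 2% serum, read in PBS | Reagent: Alexa488-fibronectin, 24 nM final in well | Compound dosing: One dose per compound, pinned | Schedule: 1 h adhesion, overnight exposure | Measured by: Fluorescence at 485 nm excitation, 525 nm emission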
An asterisk follows results filed as active; ? = inconclusive; nt = no result given; [ ] = remark or other dose.

SMILES	GSIS activator	EWS-Fli inh	DENV2 CPE	miR122 inh	F508del corr	PAX8 reporter	FN deposition inh
COc1cccc(S(=O)(=O)N2C[C@H](O)COC[C@@H]3O[C@@H](CC(=O)N4CCN(C)CC4)CC[C@H]32)c1	1	2	1	0[16.7 µM]	-3.4	-8	-9
CC(C)C(=O)Nc1nnc(NC(=S)Nc2ccccc2)s1	-1	-59	5	-3	7.3	-88	nt
Cc1ccccc1-c1ccc2c(c1)O[C@@H](CN(C)C)[C@@H](C)CN([C@H](C)CO)S2(=O)=O	27	6	16	2[16.7 µM]	-0.4	nt	1
CC(O)CNC(=O)C1CCN(Cc2ccc(OCc3ccccc3)cc2)CC1 (centres undefined)	nt	nt	nt	-4	nt	-73	0
CCn1cc([N+](=O)[O-])c(C(=O)NCc2ccc3c(c2)OCO3)n1	6	2	-1	2	3.4	-3	0
Cc1cc(-c2nnc(SCC(=O)Nc3ccc(Br)cc3F)n2N)n[nH]1	0	0	4	-6	-4.8	12	6
O=c1nccc(N/N=C/c2ccccc2O)[nH]1	16	-15	-4	nt	0.9	0	-3
CCOC(=O)C(C)Oc1ccsc1C(=O)OC (centres undefined)	6	-12	1	nt	-2.7	nt	nt
Cn1nccc1NC(=O)CC1(CC(=O)O)CCCCC1	3	3	1	-2	-1.7	-17	-1
COc1ccc(CC(=O)Nc2ccc(F)c(S(=O)(=O)N3CCOCC3)c2)cc1	-9	-1	-1	-2	-2.8	-6	-6
O=C(CSc1ccc(-c2ccccn2)nn1)NC1CCCCC1	-3	-7	7	nt	3.2	-17	nt
COc1ccc(N(C(=O)CNC(=O)c2cccs2)C(C(=O)NCC2CCCO2)c2ccccc2)cc1OC (centres undefined)	-9	6	?	nt	nt	-8	nt
CN1CCN(S(=O)(=O)c2cccc3nsnc23)CC1	11	1	8	nt	0.3	3	2
C[C@@H]1CCCCO[C@@H](CN(C)Cc2ccc(Cl)c(Cl)c2)[C@H](C)CN([C@H](C)CO)C(=O)c2cc(NC(=O)Nc3ccc(C(F)(F)F)cc3)ccc2O1	16	-2	-2	3[16.7 µM]	1.3	91*	nt
O=C(Nc1ccc(C(F)(F)F)cc1)N[C@H]1CC[C@@H](CCNC(=O)c2ccccc2F)O[C@H]1CO	-13	2	11	nt	-1.7	15	nt
CCOc1ccc(S(=O)(=O)NCCC(=O)N2CCCC(C)C2)cc1 (centres undefined)	31	1	18	2	-2.5	14	nt
Nc1nc2ccccc2n1Cc1ccc(Cl)c(Cl)c1	-29	14	33*	nt	1.4	-7	6
COc1ccc(NC(=O)c2nc[nH]c2C(=O)N2CCN(C(=O)OC(C)(C)C)CC2)cc1	nt	-19	-12	-4	-4.1	0	-12
COc1cccc(S(=O)(=O)Nc2cccc(C(=O)N3CCCC3)c2)c1	30	6	?	4	2.7	3	5
C/C(=N\NC(=O)c1ccncc1)c1ccc(NC(=O)c2ccc(Cl)cc2)cc1	13	-76	6	-4	-0.6	-163	-7
Cc1cc(OCc2cc(C(=O)NCc3cc(C(C)C)no3)no2)cc(C)c1Cl	-3	-121	-4	1	-3.6	-214	5
O=C(NCc1ccccn1)C(=O)NCC1OCCN1S(=O)(=O)c1ccc(Br)cc1 (centres undefined)	11	10	64*	-3	-0.8	3	nt
CCC(=O)Nc1ccc2c(c1)C(=O)N(C)[C@@H]1CC[C@H](CC(=O)NCCCN(C)C)O[C@@H]1CO2	13	-7	13	-2[16.7 µM]	-2.7	-20	-4
COc1ccccc1C(=O)Nc1ccc2c(c1)C(=O)N(C)[C@H]1CC[C@H](CC(=O)NCCc3ccncc3)O[C@H]1CO2	-10	-3	9	nt	nt	-6	7
CCCCn1nnnc1C1(C)CCC(=O)N1CCc1ccc(OC)c(OC)c1 (centres undefined)	6	-14	-17	nt	-1.0	-7	4
NC(=O)c1ccc(NC(=O)COC(=O)C2(c3cccc(F)c3)CCCC2)cc1	8	11	19	-4	-1.3	39	-3
COc1ccc2[nH]c3c(=O)n(Cc4ccncc4)cnc3c2c1	1	-2	-1	nt	-1.1	10	7
Cc1cc(CNC(=O)c2ccc3nc(Cc4ccccc4F)oc3c2)nn1C	20	-123	6	-9	-0.8	-248	26
CS(=O)(=O)N1CCCCN2[C@H](C1)[C@H](c1ccc(C#Cc3ccccn3)cc1)[C@@H]2CO	-5	nt	-1	3[16.7 µM]	0.6	-18	2
CC(C)CN1CCC(=O)N(CCSc2ccc(Br)cc2)CC1	-8	-8	-7	5	4.8	-1	17
CCOC(=O)CSc1nnc(COc2ccc3ccccc3c2)o1	-8	11	?	7	0.6	7	-2
CC1(C)C(C#N)=C(N)OC2=C1C(=O)CCC2	18	17	-7	-2	0.4	nt	nt
Cc1ccc(C2CC(c3ccccc3C)n3nc(N)nc3N2)cc1 (centres undefined)	10	5	-3	-3	-3.1	-14	-1
COc1ccc2c3c([nH]c2c1)[C@H](CO)N(C(=O)C1CC1)CC31CCN(Cc2cccc(F)c2)CC1	0	36	-8	nt	-0.3	69*	nt
CC(C)(C)NC(=O)c1ccccc1NC(=O)C1CCCO1 (centres undefined)	7	4	2	nt	1.6	9	0
O=C(Nc1nccs1)C(c1ccccc1)N1CCCC1 (centres undefined)	14	-5	nt	nt	-3.6	0	13
CCCN1CNC(=S)N(c2ccccc2C)C1	-24	6	-5	-9	-1.4	9	-8
CC1=C(C(=O)N(C)C)CC(CC(=O)NCc2cccs2)C(=O)N1Cc1ccccc1 (centres undefined)	nt	5	2	1	1.9	7	5
N#Cc1ccccc1COC(=O)CCN=C1NS(=O)(=O)c2ccccc21	-1	-16	-2	0	-1.5	-21	nt
Cc1cccc2c(N=NC(=O)C(C)n3cnc4ccccc4c3=O)c(O)[nH]c12 (centres undefined)	4	-19	7	nt	2.2	-9	1
CCOc1ccc(C(=O)CCC(=O)NN2C(=O)NC3(CCCCC3)C2=O)cc1	7	4	2	7	-6.7	-3	3
C[C@@H]1CN([C@@H](C)CO)C(=O)c2cc(C3=CCCC3)cnc2O[C@@H]1CN(C)C(=O)c1ccccc1	0	-1	1	-6[16.7 µM]	0.4	nt	nt
Clc1ccc(Nc2nnc(-c3ccc4c(c3)OCO4)o2)cc1	17	-95	10	nt	3.4	-108	0
COc1cc(/C=C2/CCC/C(=C\c3cc(O)c(OC)c(Cl)c3)C2=O)cc(Cl)c1O	nt	nt	nt	113*	nt	81*	26
O=C(CN1CCN(S(=O)(=O)c2ccc(Cl)s2)CC1)N1CCOCC1	11	-2	?	-5	0.4	-23	-9

Only GSIS activator and FN deposition inh (two entries from above):
Structure | GSIS activator | FN deposition inh
CC(C)(C)NC(=O)c1ccccc1NC(=O)C1CCCO1 (centres undefined) | 7 | 0
O=C(Nc1nccs1)C(c1ccccc1)N1CCCC1 (centres undefined) | 14 | 13

Remaining list, next part:
SMILES	GSIS activator	EWS-Fli inh	DENV2 CPE	miR122 inh	F508del corr	PAX8 reporter	FN deposition inh
CCc1ccc(NC(=O)CSc2nc(O)cc(=O)n2C2CCCC2)cc1	10	7	nt	nt	1.7	0	-8
N#CC1=C(N)N(c2ccc(F)cc2)C(=O)C1	9	-5	8	-4	-1.0	nt	nt
O=C(CN1C(=O)N/C(=C\c2ccccc2OCc2ccc(C(=O)O)cc2)C1=O)Nc1ccccc1F	7	10	?	nt	3.8	-29	8
O=c1[nH]c(=O)n(Cc2ccccc2)c2c1C(C(F)(F)F)(C(F)(F)F)N=C(c1ccco1)N2	nt	nt	nt	12	nt	5	-21
O=C1/C(=C\c2ccc(O)c(O)c2)SC(=S)N1Cc1ccccc1	-58	27	3	-21	1.9	25	12
COc1ccc(NC(=O)N(C)C[C@@H]2Oc3c(NS(=O)(=O)c4ccc(Cl)cc4)cccc3C(=O)N([C@H](C)CO)C[C@@H]2C)cc1	-12	-1	5	14[16.7 µM]	-3.5	5	2
COc1ccccc1NC(=O)N1CC(=O)N2[C@H](CO)[C@H](c3ccc(-c4ccc(F)cc4)cc3)[C@@H]2C1	-24	-1	-8	nt	-2.2	29	nt
COC(=O)c1ccc2nc(-c3ccco3)c(Cc3cccc(Cl)c3)n2c1	nt	18	11	nt	-0.1	-10	-4
O=C(C[C@@H]1CC[C@H]2[C@@H](COC[C@@H](O)CN2CC2CCCCC2)O1)NCc1ccc(Cl)cc1	-12	10	-12	-7[16.7 µM]	3.6	10	-6
CCc1cccc2c(C(=O)COC(=O)c3cccc(S(=O)(=O)N(C)C4CCCCC4)c3)c[nH]c12	nt	-25	nt	nt	nt	-1	3
O=C(N=C1SC2CS(=O)(=O)CC2N1c1ccccc1)c1cccc([N+](=O)[O-])c1 (centres undefined)	18	-3	-5	-7	2.6	-5	-4
COc1ccc(CNC[C@H]2O[C@@H](n3ccc(=O)[nH]c3=O)[C@H](O)[C@@H]2O)cc1OC	7	-8	-4	nt	-1.5	11	-1
COc1ccc([C@H]2CC(=O)C=C(c3cc(Cl)ccc3C)C2)cc1	11	9	3	1	3.0	12	-4
CCOC(=O)C1=C(C)N(Cc2ccc(C(=O)O)cc2)C(=O)NC1c1ccc([N+](=O)[O-])cc1 (centres undefined)	-1	-5	2	-2	0.8	4	12
Cc1ccc(C(=O)Nc2ccccc2Sc2ccccc2)cc1	11	nt	nt	nt	nt	3	-1
O=C(Nc1ccc2[nH]c(=S)sc2c1)Nc1ccccc1F	-11	-45	-5	-2	2.7	-179	-9
CCOC(=O)c1ccc(NC(=S)N2CCN(C(=O)C3CCCO3)CC2)cc1 (centres undefined)	4	3	4	nt	2.2	11	-3
O=C(C[C@@H]1C=C[C@@H](NS(=O)(=O)c2ccccc2)[C@H](CO)O1)N1CCc2ccccc2C1	10	-2	-1	nt	-1.5	11	nt
COc1ccc(-n2c(COc3ccc(C)cc3)nnc2SCC(=O)O)cc1	4	-3	-10	8	-0.8	-11	5
N#C[C@H]1N[C@H](CO)[C@@H]1c1ccc(-c2ccccc2F)cc1	-6	-13	-14	nt	1.1	-17	6
O=C1CN(Cc2ccc(F)cc2)C[C@@H]2[C@H](c3ccc(-c4ccccc4F)cc3)[C@@H](CO)N12	-18	-2	-3	nt	-2.8	4	nt
CC(Oc1ccc(-n2cnnn2)cc1)C(=O)O (centres undefined)	4	0	-1	-4	-0.8	2	-1
C[C@H](CO)N1C[C@H](C)[C@H](CN(C)Cc2ccc(C(F)(F)F)cc2)Oc2ccc(NS(=O)(=O)c3cn(C)cn3)cc2CC1=O	-6	7	-7	-7[16.7 µM]	-0.5	-13	nt
Cc1noc(C)c1NC(=O)Nc1cccc2c1O[C@H](CN(C)CC1CC1)[C@@H](C)CN([C@@H](C)CO)C2=O	18	2	4	9[16.7 µM]	1.3	nt	nt
COc1cccc(NC(=O)Nc2cc(C(=O)O)ccc2C)c1	nt	6	-4	4	-3.1	2	-2
CCOC(=O)N1CCN(CC(=O)Nc2ccc(OC)cc2)CC1	nt	nt	nt	0	nt	11	2
COc1ccc(S(=O)(=O)N(CC(=O)N2CCOCC2)Cc2ccccc2)cc1C	-2	nt	nt	7	nt	nt	4
O=C(O)C/C(=C\c1cc(Br)cs1)c1nc2ccccc2o1	17	0	4	6	-0.2	18	2
O=C(C[C@@H]1C=C[C@H](NS(=O)(=O)c2ccc(F)cc2)[C@@H](CO)O1)NCc1ccccc1F	2	-6	2	nt	3.7	nt	nt
O=C1c2cc(Cl)ccc2OC2(CCNCC2)C12CC(c1ccccc1)=NO2 (centres undefined)	nt	-10	nt	-6	-0.7	-9	-4
COc1ccc([N+](=O)[O-])cc1NC(=O)C1CCCO1 (centres undefined)	9	nt	nt	nt	nt	-3	3
